MPTP block: permeability transition pore inhibition; inhibition, % at 10 µM; isolated mouse mitochondria, Ca2+ swelling absorbance, 30 min; hit rate 1.4% among 360,000;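 active = inhibition of 50% or more, scaled per plate between neutral and stimulator controls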;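 note: 0% = DMSO wells given calcium and 100% = 1 mM EGTA wells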
An asterisk follows results filed as active; + = active, no number. Only part of the results is shown. The share of hits here may be higher or lower than overall.

canonical_smiles,MPTP block
COC(=O)C1=C(c2ccc(OCc3ccccc3)cc2)C[C@@H]2CC[C@H]1N2C(=O)NCc1ccc2c(c1)OCO2,2.1
C[C@H]1COc2cccc(N3CCN(C)CC3)c2S(=O)(=O)N1,0.0
Cc1ccc(C(O)(C(=O)OC(C)C)C(O)c2ccc(F)cc2)cc1 (centres undefined),1.4
Cc1ncoc1C(=O)NCC1=C(c2ccc(S(C)(=O)=O)cc2)C[C@@H]2CC[C@H]1N2CCOc1ccccc1,-1.1
CSCCC(c1nnnn1-c1ccc2c(c1)OCCO2)N1CCC2(CC1)C(=O)NCN2c1ccccc1 (centres undefined),0.2
COc1ccc(-c2nc3ccc(Br)cn3c2CC(=O)N2CCCC2)cc1OC,-1.4
COOCC1(C(=O)OC)C[C@H](c2ccc(OC)cc2)N(Cc2ccccc2OC)[C@@H]1c1ccccc1C (some centres undefined),7.0
O=P1(c2ccccc2)CC=CC1,-0.3
C=CCNC(=S)N1Cc2cc(Br)ccc2-n2nncc2C1,0.1
COc1ccc(OC(=O)N(C)C[C@@H]2OCc3cnnn3CCCC(=O)N([C@H](C)CO)C[C@@H]2C)cc1,-0.6
c1ccc2oc(-c3ccc4c(c3)CNCc3cnnn3-4)cc2c1,2.1
O=C1c2ccccc2-n2nnnc2C2c3ccccc3-n3nncc3CN12 (centres undefined),-0.6
CCCCn1nnnc1C(CCc1ccccc1)N1CCC(n2c(=O)[nH]c3ccccc32)CC1 (centres undefined),-1.2
CCOC(=O)[C@]12Cc3c(cc(OC)c(OC)c3OC)[C@H]1N(CCC(=O)OC)C(=O)c1ccccc12,-0.7
CCOP(=O)(OCC)/C(C#N)=C/c1ccoc1,0.1
COc1ccc(OC(=O)N(C)C[C@@H]2OCc3cnnn3CCCC(=O)N([C@@H](C)CO)C[C@H]2C)cc1,-1.2
CCOC(=O)[C@]12Cc3cc(C)ccc3[C@H]1N(C1CCCCC1)C(=O)c1ccccc12,-0.5
COC(=O)C1(F)C(=O)NC(=O)NC1O (centres undefined),-1.1
O=P(OC1=CCCCC1)(c1ccccc1)c1ccccc1,0.0
COc1ccc(-n2nnnc2C(c2ccccc2OC(F)(F)F)N2CCC(n3c(=O)[nH]c4ccccc43)CC2)cc1 (centres undefined),0.6
NC(Cc1ccccc1Cl)c1nn[nH]n1 (centres undefined),0.1
C[C@@H]1CN([C@H](C)CO)C(=O)CCCn2cc(nn2)CO[C@H]1CN(C)C(=O)Oc1ccc2ccccc2c1,0.2
CSCCC(c1nnnn1C1CCCC1)N1CCC2(CC1)C(=O)NCN2c1ccccc1 (centres undefined),0.1
CC1C(=O)CC2(C(C)C)CC12 (centres undefined),-1.1
COC(=O)C1=C(c2ccc(OCc3ccccc3)cc2)C[C@@H]2CC[C@H]1N2C(=O)NCc1ccccc1C(F)(F)F,1.0
C=CC12CN(C)C3C4COC(CC41)C1(C(=O)Nc4ccccc41)C32 (centres undefined),0.8
CCOC(=O)[C@]12Cc3cc(OC)ccc3[C@H]1N(C)C(=O)c1ccccc12,-0.5
O=C1c2ccccc2-n2nnc(-c3ccccc3)c2C2c3cc(Br)ccc3CCN12 (centres undefined),0.8
O=c1[nH]c2ccccc2n1C1CCN(C(c2ccnc3ccccc23)c2nnnn2Cc2ccccc2)CC1 (centres undefined),1.0
CC(=O)C1CCC2C3CCC4CC(O)CCC4(C)C3CCC12C#N (centres undefined),0.4
O=c1[nH]c2ccccc2n1C1CCN(Cc2ccc(-c3nc4ccccc4nc3-c3ccccc3)cc2)CC1,21
O=C(NCC1=C(c2ccc3ccccc3c2)C[C@@H]2CC[C@H]1N2Cc1ccco1)c1cccs1,-1.7
COc1ccc(-c2ccc3c(c2)CNCc2cnnn2-3)cc1,0.1
CCOP(=O)(OCC)Oc1cc(C)c(N(C)C)c(C)c1,-0.1
O=C1NCN(c2ccccc2)C12CCN(C(c1ccccc1)c1nnnn1C1CCCC1)CC2 (centres undefined),-0.6
CN(C)c1cccc(CN2CCN(c3ccccc3)CC2)c1,0.7
Cc1cccc(C)c1-n1nnnc1C(CCc1ccccc1)N1CCC(n2c(=O)[nH]c3ccccc32)CC1 (centres undefined),0.5
CCOC(=O)[C@]12Cc3ccccc3[C@H]1N(C(C)C)C(=O)c1ccccc12,-2.4
COc1cc(C(=O)N2Cc3ccccc3-n3nncc3C2)cc(OC)c1OC,0.1
COc1ccc(-n2nnnc2C(c2ccccc2)N2CCC3(CC2)C(=O)NCN3c2ccccc2)cc1 (centres undefined),-0.3

In the list so far, 4 have fluorine.
canonical_smiles,MPTP block
Cc1ccc(C(O)(C(=O)OC(C)C)C(O)c2ccc(F)cc2)cc1 (centres undefined),1.4
COC(=O)C1(F)C(=O)NC(=O)NC1O (centres undefined),-1.1
COc1ccc(-n2nnnc2C(c2ccccc2OC(F)(F)F)N2CCC(n3c(=O)[nH]c4ccccc43)CC2)cc1 (centres undefined),0.6
COC(=O)C1=C(c2ccc(OCc3ccccc3)cc2)C[C@@H]2CC[C@H]1N2C(=O)NCc1ccccc1C(F)(F)F,1.0

A second format for part of the listing above:
COC(=O)C1=C(c2ccc(OCc3ccccc3)cc2)C[C@@H]2CC[C@H]1N2C(=O)NCc1ccccc1C(F)(F)F
  MPTP block: 1.0

C=CC12CN(C)C3C4COC(CC41)C1(C(=O)Nc4ccccc41)C32 (centres undefined)
  MPTP block: 0.8

CCOC(=O)[C@]12Cc3cc(OC)ccc3[C@H]1N(C)C(=O)c1ccccc12
  MPTP block: -0.5

O=C1c2ccccc2-n2nnc(-c3ccccc3)c2C2c3cc(Br)ccc3CCN12 (centres undefined)
  MPTP block: 0.8

Going on with the list.
canonical_smiles,MPTP block
COC(=O)C1=C(c2ccc(OCc3ccccc3)cc2)C[C@@H]2CC[C@H]1N2C(=O)NCc1ccccc1OC,-0.5
O=c1[nH]c2ccccc2n1C1CCN(C(CCc2ccccc2)c2nnnn2-c2ccc3c(c2)OCCO3)CC1 (centres undefined),-1.7
Cc1cc(C(=O)OC(C)C(=O)Nc2ccccc2)c(C)n1C1CC1 (centres undefined),1.1
CCOC(=O)CNC(=O)N1Cc2cc(-c3ccccc3)ccc2-n2nncc2C1,0.9
O=c1[nH]c2ccccc2n1C1CCN(C(c2ccccc2)c2nnnn2Cc2ccccc2)CC1 (centres undefined),0.3
O=C(CCc1ccccc1)N1Cc2cc(N3CCOCC3)ccc2-n2nncc2C1,-1.0
C[C@H](CO)N1C[C@H](C)[C@H](CN(C)C(=O)Oc2ccccc2)OCc2cnnn2CCCC1=O,0.2
O=C(NCCN1CCC2(CC1)C(=O)NCN2c1cccc(F)c1)c1ccc2ccccc2c1,3.6
O=C1CCC2(O)C3Cc4ccc(O)c5c4C2(CCN3Cc2ccoc2)C1O5 (centres undefined),0.6
O=C(NCC1=C(c2cccc3ccccc23)C[C@@H]2CC[C@H]1N2Cc1ccco1)c1cccs1,0.8
CCOC(=O)[C@]12Cc3cc4ccccc4cc3[C@H]1N(Cc1ccccc1)C(=O)c1cc(OC)ccc12,0.8
O=C1NCN(c2ccccc2)C12CCN(C(c1cccc3ccccc13)c1nnnn1C1CCCCC1)CC2 (centres undefined),0.5
C[C@@H]1CN([C@H](C)CO)C(=O)CCCn2nncc2CO[C@@H]1CN(C)C(=O)Oc1ccc2ccccc2c1,1.3
O=C1NC(=O)C(C2CCOC2=O)N1 (centres undefined),-2.3
COC(=O)C1=C(c2ccc(OCc3ccccc3)cc2)C[C@@H]2CC[C@H]1N2C(=O)NCc1ccc(OC)cc1,0.2
COc1ccc(NC(=S)N2Cc3ccccc3-n3nncc3C2)c(OC)c1,-1.5
COc1ccc(-n2nnnc2C(c2cccc3ccccc23)N2CCC3(CC2)C(=O)NCN3c2ccccc2)cc1 (centres undefined),3.4
COC12c3ccccc3-c3ccccc3C1C(C(=O)O)C2C(=O)O (centres undefined),-0.8
Cc1cccc(C)c1-n1nnnc1C(c1cccc2ccccc12)N1CCC2(CC1)C(=O)NCN2c1ccccc1 (centres undefined),1.9
CCC(c1nnnn1Cc1ccccc1)N1CCC(n2c(=O)[nH]c3ccccc32)CC1 (centres undefined),0.2
Clc1cccc(N2Cc3cc(N4CCOCC4)ccc3-n3nncc3C2)c1,0.4
CCN1/C(=C/C=C/C2=[N+](CC)c3ccccc3C2(C)C)C(C)(C)c2ccccc21,+
COc1ccc(-n2nnnc2C(c2cccc(OC)c2OC)N2CCC(n3c(=O)[nH]c4ccccc43)CC2)cc1 (centres undefined),-0.2
O=C(NC1CCCCC1)N1Cc2cc(N3CCOCC3)ccc2-n2nncc2C1,-0.6
O=C(Nc1ccc(F)cc1)N1Cc2ccccc2-n2nncc2C1,-2.4
COC(=O)C1=C(c2ccc(OCc3ccccc3)cc2)C[C@@H]2CC[C@H]1N2C(=O)NCc1ccc(C(C)(C)C)cc1,-1.7
Cc1nn(CC(C)C)c(Cl)c1C(=O)NC1CCCC1,3.5
Cc1cccc(C)c1-n1nnnc1C(CCc1ccccc1)N1CCC2(CC1)C(=O)NCN2c1ccccc1 (centres undefined),-0.3
CC(C)(C)n1nnnc1C(c1ccccc1)N1CCC2(CC1)C(=O)NCN2c1ccccc1 (centres undefined),0.1
O=[N+]([O-])c1ccc(N2CCOCC2)c2c1no[n+]2[O-],18
CCOC(=O)[C@]12Cc3cc(C)ccc3[C@H]1N(CCC(=O)OC)C(=O)c1ccccc12,-3.3
Cc1cccc(C)c1-n1nnnc1C(c1ccccc1OC(F)(F)F)N1CCC(n2c(=O)[nH]c3ccccc32)CC1 (centres undefined),-0.1
COc1ccc(C(=O)CC(c2ccc3c(c2)OCO3)c2c(O)c3ccccc3oc2=O)cc1OC (centres undefined),0.2
CCNC(=O)N1Cc2ccccc2-n2nncc2C1,1.4
Cc1ccccc1-c1ccc2c(c1)CNCc1cnnn1-2,-0.5
COC(=O)c1cn(Cc2ccc(F)cc2)c2ccccc12,1.3
COc1ccc(CCNC2(C#N)CCCCC2)cc1OC,-2.4
CCOC(=O)[C@]12Cc3cc(Cl)ccc3[C@H]1N(C(C)C)C(=O)c1ccccc12,-4.1
CSCCC(c1nnnn1C1CCCCC1)N1CCC2(CC1)C(=O)NCN2c1ccccc1 (centres undefined),0.4
COC(=O)C1=COC(C)C2CN3CCc4c([nH]c5cc(OC)ccc45)C3CC12 (centres undefined),3.6
Cc1nc2ccccc2c(=O)n1-c1c(Cl)cccc1Cl,0.3
COc1ccc(CN2Cc3cc(-c4ccccc4)ccc3-n3nncc3C2)cc1,0.8
Cc1nc2cc(OC(=O)N(C)Cc3cccc(-c4ccncc4)c3)ccc2s1,6.7
CCOC(=O)[C@]12Cc3cc(OC)ccc3[C@H]1N(CCC(=O)OC)C(=O)c1cc(OC)ccc12,-0.5
O=C1NCN(c2ccccc2)C12CCN(C(c1nnnn1-c1ccc3c(c1)OCCO3)C1CC1)CC2 (centres undefined),0.7
O=c1[nH]c2ccccc2n1C1CCN(C(c2nnnn2Cc2ccccc2)C2CC2)CC1 (centres undefined),-0.9
CCCCOC1OCN(C2CCCCC2)CC1(C)C (centres undefined),-0.4
CC(C)N=C(NC(C)C)N1CC1,-0.1
COC(=O)C1=C(c2ccc(OCc3ccccc3)cc2)C[C@@H]2CC[C@H]1N2C(=O)NCCc1ccc(F)cc1,-0.6
O=C(NC1CCCCC1)N1Cc2cc(-c3ccccc3)ccc2-n2nncc2C1,-1.7
CCOC(=O)[C@]12Cc3cc(OC)ccc3[C@H]1N(C(C)C)C(=O)c1ccccc12,0.0
CC(C)CN1Cc2cc(N3CCCCC3)ccc2-n2nncc2C1,-0.3
CC(C)C[C@H]1COc2cccc(N3CCN(C)CC3)c2S(=O)(=O)N1,0.2
CCC(c1nnnn1C1CCCCC1)N1CCC2(CC1)C(=O)NCN2c1ccccc1 (centres undefined),0.8
Cc1ncoc1C(=O)NCC1=C(c2cccc3ccccc23)C[C@@H]2CC[C@H]1N2Cc1ccco1,-1.6
Fc1cccc(-c2ccc3c(c2)CNCc2cnnn2-3)c1,0.3
Clc1cccc(NC2=NCCS2)c1,1.4
CCCCn1nnnc1C(c1cccc2ccccc12)N1CCC2(CC1)C(=O)NCN2c1ccccc1 (centres undefined),1.8
COc1cccc(C(c2nnnn2C2CCCCC2)N2CCC3(CC2)C(=O)NCN3c2ccccc2)c1OC (centres undefined),-1.2
COc1ccc(CN2Cc3cc(N4CCCCC4)ccc3-n3nncc3C2)cc1,0.7

Carrying on.
canonical_smiles,MPTP block
NC1CC2CCCCC2CC1(O)c1ccccc1 (centres undefined),-1.6
NC(Cc1ccc(Cl)cc1)c1csc(Nc2ccccn2)n1 (centres undefined),1.6
NC(Cc1ccc(Cl)cc1)c1csc(Nc2ncccn2)n1 (centres undefined),1.3
O=C1NCN(c2ccccc2)C12CCN(C(c1cccs1)c1nnnn1C1CCCC1)CC2 (centres undefined),1.3
CS(=O)(=O)c1ccc(C2=C(CNC(=O)c3nccs3)[C@H]3CC[C@@H](C2)N3Cc2ccccc2)cc1,-0.4
O=C1NCN(c2ccccc2)C12CCN(C(c1cccc3ccccc13)c1nnnn1Cc1ccccc1)CC2 (centres undefined),3.9
O=c1[nH]c2ccccc2n1C1CCN(C(c2nnnn2-c2ccc3c(c2)OCCO3)C2CC2)CC1 (centres undefined),-1.4
COc1ccc(C(c2nnnn2C(C)(C)C)N2CCC3(CC2)C(=O)NCN3c2ccccc2)cc1 (centres undefined),0.0
CC=CC(C)=CC(C)C(=O)CC(O)CC1CC(=O)NC(=O)C1 (centres undefined),0.7
CC1CN1c1cc2c(c3c1ccn3C)C1CCC2C1 (centres undefined),-2.3
